UHRF1 binding: UHRF1 methyl-DNA binding inhibition; 370,000 tested, 0.75% active; inhibition, % at 4.4 µM; AID 687016; UHRF1 binding to methylated oligo, TR-FRET; in the data active means inhibition above about 21%;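 further: UHRF1 SRA domain binding a hemimethylated CpG hairpin DNA probe; 0% = median of test compound wells and 100% = reference inhibitor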
PLCg1 inh: blocks human PLC-gamma1 enzyme activity; inhibition, % at 12.2 µM; AID 720700; P19174; purified PLC-gamma1, fluorogenic substrate, fluorescence; 370,000 tested, 0.84% active; in the data active means inhibition above about 9.5%
ARFGAP1 inh: rat ARFGAP1 inhibition. Arfgap1-stimulated ARF1 GTP hydrolysis, GDP FP detection. inhibition, % at 16.5 µM. 360,000 tested, 0.26% active. Q62848;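 active means inhibition above a per-plate limit, mean inhibition of low control wells plus 3 SD, cut at about 25% in these data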;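 further: 0% = DMSO wells with enzyme and 100% = wells lacking Arfgap1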
Target sequence (Q62848 1-136 limits assumed): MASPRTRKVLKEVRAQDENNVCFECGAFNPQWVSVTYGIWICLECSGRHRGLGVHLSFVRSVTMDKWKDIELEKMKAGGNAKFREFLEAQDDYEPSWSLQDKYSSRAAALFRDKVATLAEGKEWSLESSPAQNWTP
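Repeats: one replicate per compound; assay system: rat Arfgap1 catalytic domain, aa 1-136; times: enzyme reaction 120 min at 25 °C after 20 min preincubation; detection: FP of antibody-bound GDP Alexa 633 tracer, ex 620/em 688 nm; benchmarks: high control wells lacking Arfgap1, low control full reaction with DMSO; reagent: human ARF1(Δ1-17)-GTP substrate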
Tn6 DDE FP: DD(E)-Tn6 binding inhibition, primary FP screen | P02675 | Fibrin DD(E) TRITC-Tn6 fluorescence polarization displacement | inhibition, % at 8.3 µM | 370,000 tested, 0.21% active;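 active means inhibition above a per-campaign cutoff: mean of compounds within control limits plus 3 SD, cut at about 15% in these data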;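 further: 0% = median of all compound wells on the plate and 100% = blocking peptide control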
PLC-beta3 inh: inhibitors of human phospholipase C beta3; inhibition, % at 12.2 µM; Purified PLC-beta3, fluorogenic substrate, fluorescence; 370,000 tested, 0.18% active; Q01970; in the data active means inhibition above about 11%;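 further: 0% = median of compound wells on plate and 100% = full blocker control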
Rev-erbA mod: Rev-erb alpha (human) modulation; AID 1259318; 370,000 tested, 0.79% active; Rev-erbα–FITC-DNA binding, fluorescence polarization, 90 min; activity, % at 10 µM;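 active means activity above about 14%, limit read from the data; passing the limit was not always enough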;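 further: 0% = DMSO wells with 35 nM protein and 100% = DMSO wells with 750 nM protein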
Target sequence (P20393 whole entry, looked up): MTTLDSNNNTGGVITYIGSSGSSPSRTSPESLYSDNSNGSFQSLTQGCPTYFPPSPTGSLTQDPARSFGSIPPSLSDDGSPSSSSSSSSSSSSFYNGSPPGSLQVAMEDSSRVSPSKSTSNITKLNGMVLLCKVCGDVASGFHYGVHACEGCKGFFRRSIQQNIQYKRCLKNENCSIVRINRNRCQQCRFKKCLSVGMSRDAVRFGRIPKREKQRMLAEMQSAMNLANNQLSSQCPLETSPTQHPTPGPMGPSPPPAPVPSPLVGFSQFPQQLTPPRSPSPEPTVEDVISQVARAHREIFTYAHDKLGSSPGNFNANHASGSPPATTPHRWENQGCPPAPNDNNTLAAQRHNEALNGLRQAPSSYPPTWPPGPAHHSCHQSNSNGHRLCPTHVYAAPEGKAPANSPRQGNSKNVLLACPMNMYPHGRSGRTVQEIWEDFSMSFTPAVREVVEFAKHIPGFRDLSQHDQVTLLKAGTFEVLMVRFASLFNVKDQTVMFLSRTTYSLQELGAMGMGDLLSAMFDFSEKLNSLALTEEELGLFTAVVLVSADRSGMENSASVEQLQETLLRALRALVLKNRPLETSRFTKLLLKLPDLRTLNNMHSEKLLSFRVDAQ
ASAP1 GAP inh: blocks human ASAP1-stimulated Arf1 GTP hydrolysis | Q9ULH1 | GDP FP detection | inhibition, % at 16.5 µM | 360,000 tested, 0.19% active | AID 624377; in the data active means inhibition above about 25%;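 further: 0% = vehicle with enzyme and substrate and 100% = no enzyme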
proKLK7 act: activators of human kallikrein-7 zymogen. AID 652039. activation, % at 7 µM. 370,000 tested, 0.9% active. purified proKLK7, EDANS-DABCYL substrate fluorescence; 100% is mature enzyme control, 0% vehicle;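 active means activation above the mean of all tested compounds plus 3 SD, computed per campaign excluding outliers beyond control limits, cut at about 13% in these data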
Target sequence (P49862 whole entry, looked up): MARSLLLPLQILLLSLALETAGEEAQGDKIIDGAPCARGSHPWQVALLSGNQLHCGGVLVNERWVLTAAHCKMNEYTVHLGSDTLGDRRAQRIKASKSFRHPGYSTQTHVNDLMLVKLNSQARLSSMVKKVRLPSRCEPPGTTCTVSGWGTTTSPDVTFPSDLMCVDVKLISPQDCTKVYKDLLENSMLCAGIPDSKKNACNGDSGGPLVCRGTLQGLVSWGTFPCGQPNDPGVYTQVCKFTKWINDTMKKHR
Tn7 DDE FP: disrupts Tn7 cyclic peptide binding to fibrin D-Dimer-E complex | AID 720508 | FP displacement of FITC-Tn7 peptide from fibrin DD(E); 0% = median of compound wells per plate | 370,000 tested, 0.13% active | inhibition, % at 8.3 µM;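 active means inhibition above the mean of compounds falling within the control limits plus 3 SD of them, cut at about 14% in these data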;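 further: 0% = plate median of compound wells and 100% = 10 µM Aha-Tn7 peptide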
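Also added: labelled Tn7 tracer, 0.1 µM; Assay system: human fibrin DD(E) protein; Amount: 2 µM fibrin DD(E); Schedule: 10 min compound pre-incubation, 3 h probe incubation at room temperature; Repeats: one replicate per compound; Read-out basis: percent inhibition; Measured by: fluorescence polarization of the labelled Tn7 tracer.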
sPLA2-III inh: Inhibits HGIII-sPLA2 liposome hydrolysis, primary screen | Q9NZ20 | QFRET BODIPY PC-A2 liposome hydrolysis, fluorescence | inhibition, % at 12.2 µM | 370,000 tested, 0.56% active;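 active means inhibition above mean plus 3 SD of compounds lying within the high and low control bounds, cut at about 19% in these data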;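 further: 0% = median of test compound wells and 100% = no enzyme DMSO wells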
* hit, by the source's call.

What do the screens show for `COc1ccc(-n2cccc2/C=C2/NC(=O)N(c3cccc(Cl)c3)C2=O)cc1`?
UHRF1 binding: -1; PLCg1 inh: -9; ARFGAP1 inh: -2; Tn6 DDE FP: -3; PLC-beta3 inh: -15; Rev-erbA mod: -6; ASAP1 GAP inh: 1; proKLK7 act: -9.6; Tn7 DDE FP: 4; sPLA2-III inh: 2

Results for O=c1c(Cl)c(N/N=C/c2ccc(Br)cc2)cnn1-c1ccccc1 ?
UHRF1 binding: -1; PLCg1 inh: -12; ARFGAP1 inh: 44*; Tn6 DDE FP: -3; PLC-beta3 inh: -25; Rev-erbA mod: -19; ASAP1 GAP inh: 42*; proKLK7 act: -1.8; Tn7 DDE FP: 1; sPLA2-III inh: 1

Results for CC(C)[C@H](NC(=O)Nc1cccc(Br)c1)C(=O)O ?
UHRF1 binding: 1; PLCg1 inh: 2; ARFGAP1 inh: 14; Tn6 DDE FP: 3; PLC-beta3 inh: 2; Rev-erbA mod: 6; ASAP1 GAP inh: -5; proKLK7 act: 0.2; Tn7 DDE FP: 3; sPLA2-III inh: -4

Results for Clc1ccc(N/N=C/c2cccs2)nn1 ?
UHRF1 binding: -5; PLCg1 inh: -2; ARFGAP1 inh: 10; Tn6 DDE FP: -6; PLC-beta3 inh: -6; Rev-erbA mod: -6; ASAP1 GAP inh: 2; proKLK7 act: 0.2; Tn7 DDE FP: 5; sPLA2-III inh: -4

Results for Cc1cc(C)c2c(-n3cccc3)c(NC(=O)OCc3ccccc3)sc2n1 ?
UHRF1 binding: -1; PLCg1 inh: 0; ARFGAP1 inh: -9; Tn6 DDE FP: 5; PLC-beta3 inh: 0; Rev-erbA mod: -1; ASAP1 GAP inh: -2; proKLK7 act: 0.2; Tn7 DDE FP: -1; sPLA2-III inh: -1

What do the screens show for `O=C(NCc1ccccc1CN1CCCC1)c1cccc(S(=O)(=O)N2CCOCC2)c1`?
UHRF1 binding: 1; PLCg1 inh: 1; ARFGAP1 inh: -6; Tn6 DDE FP: 6; PLC-beta3 inh: -4; Rev-erbA mod: -10; ASAP1 GAP inh: 18; proKLK7 act: 0.1; Tn7 DDE FP: -2; sPLA2-III inh: 3

Results for Cc1ccc(Sc2cnccc2C#N)cc1 ?
UHRF1 binding: 2; PLCg1 inh: 1; ARFGAP1 inh: 12; Tn6 DDE FP: -4; PLC-beta3 inh: -4; Rev-erbA mod: 2; ASAP1 GAP inh: 7; proKLK7 act: 0.6; Tn7 DDE FP: -6; sPLA2-III inh: 2

How did CC1CCN(C(C)C(=O)Nc2ccccc2-c2ccccc2)CC1 (configuration not stated) do in these assays?
UHRF1 binding: 2; PLCg1 inh: 0; ARFGAP1 inh: 1; Tn6 DDE FP: 10; PLC-beta3 inh: 2; Rev-erbA mod: 5; ASAP1 GAP inh: -14; proKLK7 act: -0.6; Tn7 DDE FP: 7; sPLA2-III inh: 0

Results for COc1cc(C#Cc2ccc3cc(CCCO)oc(=O)c3c2)cc(OC)c1 ?
UHRF1 binding: -4; PLCg1 inh: -13; ARFGAP1 inh: 13; Tn6 DDE FP: -2; PLC-beta3 inh: -18; Rev-erbA mod: 0; ASAP1 GAP inh: 8; proKLK7 act: -5.1; Tn7 DDE FP: -2; sPLA2-III inh: -14

What do the screens show for `CCc1c(C)nc2c(C#N)c[nH]n2c1=O`?
UHRF1 binding: 4; PLCg1 inh: -16; ARFGAP1 inh: 9; Tn6 DDE FP: -13; PLC-beta3 inh: -19; Rev-erbA mod: -6; ASAP1 GAP inh: 0; proKLK7 act: 0.0; Tn7 DDE FP: 13; sPLA2-III inh: 5

What do the screens show for `CC(C)CCn1c(=O)[nH]c2ccccc21`?
UHRF1 binding: 0; PLCg1 inh: -1; ARFGAP1 inh: 6; Tn6 DDE FP: 10; PLC-beta3 inh: 0; Rev-erbA mod: 2; ASAP1 GAP inh: 1; proKLK7 act: -0.3; Tn7 DDE FP: 3; sPLA2-III inh: 6

What do the screens show for `NS(=O)(=O)c1ccc(N/N=C/c2ccc(O)cc2O)c([N+](=O)[O-])c1`?
UHRF1 binding: -1; PLCg1 inh: 10*; ARFGAP1 inh: 18; Tn6 DDE FP: -15; PLC-beta3 inh: 3; Rev-erbA mod: 7; ASAP1 GAP inh: 13; proKLK7 act: 0.2; Tn7 DDE FP: 1; sPLA2-III inh: -7

How did CC(=O)Nc1ccc(S(=O)(=O)N2CCC(c3nc4ccc(C)cc4[nH]3)CC2)cc1 do in these assays?
UHRF1 binding: 15; PLCg1 inh: -4; ARFGAP1 inh: 0; Tn6 DDE FP: -2; PLC-beta3 inh: -11; Rev-erbA mod: 1; ASAP1 GAP inh: -4; proKLK7 act: 0.6; Tn7 DDE FP: -2; sPLA2-III inh: -12

What do the screens show for `CC(=O)Nc1cccc2c1C(=O)N(c1ccccc1C)C2=O`?
UHRF1 binding: -1; PLCg1 inh: -6; ARFGAP1 inh: 3; Tn6 DDE FP: -2; PLC-beta3 inh: -13; Rev-erbA mod: 4; ASAP1 GAP inh: 12; proKLK7 act: -0.6; Tn7 DDE FP: 11; sPLA2-III inh: 9

What do the screens show for `COc1cc(NC(=O)c2cccs2)c(C(=O)OCC(=O)c2cc(C)n(-c3ccc(F)cc3)c2C)cc1OC`?
UHRF1 binding: 1; PLCg1 inh: 0; ARFGAP1 inh: 8; Tn6 DDE FP: 0; PLC-beta3 inh: 0; Rev-erbA mod: 6; ASAP1 GAP inh: 1; proKLK7 act: 0.5; Tn7 DDE FP: -4; sPLA2-III inh: 0

How did Cc1cccc(N(CC(=O)NC2CCCCC2)C(=O)c2c(C)noc2C)c1 do in these assays?
UHRF1 binding: 1; PLCg1 inh: 2; ARFGAP1 inh: -10; Tn6 DDE FP: 1; PLC-beta3 inh: 2; Rev-erbA mod: -3; ASAP1 GAP inh: 0; proKLK7 act: 0.2; Tn7 DDE FP: -2; sPLA2-III inh: -15

How did Cc1ccc(-c2nnc(N3CCCCC3)c3ccccc23)cc1S(=O)(=O)N1CCN(C)CC1 do in these assays?
UHRF1 binding: 4; PLCg1 inh: -6; ARFGAP1 inh: -2; Tn6 DDE FP: 5; PLC-beta3 inh: -10; Rev-erbA mod: -7; ASAP1 GAP inh: -4; proKLK7 act: 0.2; Tn7 DDE FP: 13; sPLA2-III inh: -8

Results for Cc1cccc(NC(=O)Nc2cnccn2)c1C ?
UHRF1 binding: 1; PLCg1 inh: 4; ARFGAP1 inh: 8; Tn6 DDE FP: -4; PLC-beta3 inh: -6; Rev-erbA mod: 18*; ASAP1 GAP inh: 1; proKLK7 act: 0.0; Tn7 DDE FP: 4; sPLA2-III inh: -1

Results for Cc1ccc(N(CCC#N)C(=O)COC(=O)C2CCN(S(=O)(=O)c3ccc4c(c3)OCCO4)CC2)cc1 ?
UHRF1 binding: 8; PLCg1 inh: -3; ARFGAP1 inh: 11; Tn6 DDE FP: -3; PLC-beta3 inh: -11; Rev-erbA mod: 3; ASAP1 GAP inh: -5; proKLK7 act: 0.2; Tn7 DDE FP: 3; sPLA2-III inh: -5

How did Cc1ccc(Cl)cc1N1CCN(C(=O)c2ccc(CS(=O)Cc3ccc(Cl)cc3)o2)CC1 (configuration not stated) do in these assays?
UHRF1 binding: 0; PLCg1 inh: -4; ARFGAP1 inh: 17; Tn6 DDE FP: -16; PLC-beta3 inh: -17; Rev-erbA mod: 12; ASAP1 GAP inh: 1; proKLK7 act: 0.0; Tn7 DDE FP: 0; sPLA2-III inh: -15

Arranged by count of non-hydrogen atoms (largest number first): part of the list above
Results for Cc1ccc(N(CCC#N)C(=O)COC(=O)C2CCN(S(=O)(=O)c3ccc4c(c3)OCCO4)CC2)cc1 ?
UHRF1 binding: 8; PLCg1 inh: -3; ARFGAP1 inh: 11; Tn6 DDE FP: -3; PLC-beta3 inh: -11; Rev-erbA mod: 3; ASAP1 GAP inh: -5; proKLK7 act: 0.2; Tn7 DDE FP: 3; sPLA2-III inh: -5

How did CC(=O)Nc1ccc(S(=O)(=O)N2CCC(c3nc4ccc(C)cc4[nH]3)CC2)cc1 do in these assays?
UHRF1 binding: 15; PLCg1 inh: -4; ARFGAP1 inh: 0; Tn6 DDE FP: -2; PLC-beta3 inh: -11; Rev-erbA mod: 1; ASAP1 GAP inh: -4; proKLK7 act: 0.6; Tn7 DDE FP: -2; sPLA2-III inh: -12

What do the screens show for `NS(=O)(=O)c1ccc(N/N=C/c2ccc(O)cc2O)c([N+](=O)[O-])c1`?
UHRF1 binding: -1; PLCg1 inh: 10*; ARFGAP1 inh: 18; Tn6 DDE FP: -15; PLC-beta3 inh: 3; Rev-erbA mod: 7; ASAP1 GAP inh: 13; proKLK7 act: 0.2; Tn7 DDE FP: 1; sPLA2-III inh: -7

Next section
Results for CCN1C(=O)CC(N2CCN(CC(=O)NC(C)C)CC2)C1=O (configuration not stated) ?
UHRF1 binding: 0; PLCg1 inh: 8; ARFGAP1 inh: -3; Tn6 DDE FP: 16*; PLC-beta3 inh: 3; Rev-erbA mod: 2; ASAP1 GAP inh: 1; proKLK7 act: 0.1; Tn7 DDE FP: -2; sPLA2-III inh: 4

How did CC(C)Oc1ccccc1C1NC(=O)CCC1[N+](=O)[O-] (configuration not stated) do in these assays?
UHRF1 binding: 2; PLCg1 inh: 1; ARFGAP1 inh: -8; Tn6 DDE FP: 3; PLC-beta3 inh: -1; Rev-erbA mod: -5; ASAP1 GAP inh: 4; proKLK7 act: -0.2; Tn7 DDE FP: -4; sPLA2-III inh: 2

What do the screens show for `O=C(O)c1cccc(Nc2ccnc(Nc3cccc(C(=O)O)c3)n2)c1`?
UHRF1 binding: 2; PLCg1 inh: 0; ARFGAP1 inh: 11; Tn6 DDE FP: 4; PLC-beta3 inh: -10; Rev-erbA mod: -5; ASAP1 GAP inh: 4; proKLK7 act: 0.3; Tn7 DDE FP: -8; sPLA2-III inh: 3

How did CCN(CC(=O)Nc1ccc(N2CCOCC2)cc1)C(=O)COc1ccccc1OC do in these assays?
UHRF1 binding: 0; PLCg1 inh: 3; ARFGAP1 inh: -3; Tn6 DDE FP: 5; PLC-beta3 inh: 8; Rev-erbA mod: 2; ASAP1 GAP inh: -9; proKLK7 act: -0.3; Tn7 DDE FP: -4; sPLA2-III inh: 1

Results for O=C(Nc1cc(S(=O)(=O)Nc2ccccc2Cl)ccc1O)c1cc2c(s1)CCCC2 ?
UHRF1 binding: 1; PLCg1 inh: -6; ARFGAP1 inh: 9; Tn6 DDE FP: 8; PLC-beta3 inh: -22; Rev-erbA mod: -2; ASAP1 GAP inh: 3; proKLK7 act: 0.3; Tn7 DDE FP: 0; sPLA2-III inh: -15
